# Screens deposited in PubChem BioAssay by several laboratories.
# eIF4E 4G PPI: inhibitors of eIF4E and eIF4G interaction in translation initiation; P63073+Q04637; TR-FRET eIF4E-eIF4GI(517-606) binding, 2 h; inhibition, % at 21.7 µM; 220,000 tested, 0.37% active;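 active = inhibition above about 30%, limit read from the data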;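 also: 0% = full FRET control wells and 100% = background wells lacking eIF4GI fragment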
# TbHK1 inh: blocks Trypanosoma brucei hexokinase 1 activity; recombinant TbHK1, G6PDH-coupled NADH A340; inhibition, % at 10 µM; 220,000 tested, 0.11% active; AID 1430;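 active = inhibition of 50% or more in the single-dose primary screen; inactive = inhibition below 50%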
# EP2 antag: blocks the human prostaglandin E2 receptor EP2. 260,000 tested, 0.52% active. C6 glioma cells expressing human EP2, cAMP TR-FRET; cells stimulated with saturating PGE2. inhibition, % at 25 µM. P43116;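 active = percent inhibition above 40 after rounding to a whole number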;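 also: rat C6 glioma host cells with rolipram phosphodiesterase inhibitor present; the protocol text gives 20 µM as final concentration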
# Target sequence (P43116 whole entry, looked up): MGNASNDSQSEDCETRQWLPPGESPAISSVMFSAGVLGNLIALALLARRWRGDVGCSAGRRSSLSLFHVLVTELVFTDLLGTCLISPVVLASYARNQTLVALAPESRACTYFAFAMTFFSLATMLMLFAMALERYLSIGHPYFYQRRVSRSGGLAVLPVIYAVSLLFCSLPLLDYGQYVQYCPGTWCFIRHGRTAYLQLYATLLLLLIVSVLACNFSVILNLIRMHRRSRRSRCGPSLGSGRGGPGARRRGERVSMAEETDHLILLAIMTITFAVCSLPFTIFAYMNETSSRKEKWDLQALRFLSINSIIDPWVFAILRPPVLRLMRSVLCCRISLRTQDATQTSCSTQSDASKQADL
# Rad51 HR inh: blocks human Rad51 in homologous recombination. Q06609. hRad51 DNA strand exchange, fluorescence dequenching. inhibition, % at 10 µM. 200,000 tested, 0.085% active. AID 1385;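 active = inhibition above 40% at the single screening dose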;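 also: 0% = DMSO control wells and 100% = blanks with heterologous ssDNA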
#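 Test system – preformed human Rad51 ssDNA filaments · Reagent – Donor/quencher-labelled 47-bp dsDNA substrate · Incubation – 37 °C 15-min filament assembly, 30-min compound preincubation, 15-min exchange · Signal – FRET fluorescence dequenching, excitation 485 nm, emission 520 nm · Read-out – percent inhibition from fluorescence, normalised to plate control and blank means · Benchmarks – plate control and blank wells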
# m-calpain inh: calpain II (pig) inhibition. purified calpain II, fluorogenic peptide substrate, 30 min. inhibition, % at 16 µM. 220,000 tested, 0.37% active. AID 1236;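 active = inhibition above about 50%, limit read from the data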
# zVAD death inh: blocks zVAD induced death of L929 cells; AID 1377; viability rescue, % at 10 µM; L929 zVAD necroptosis rescue, ATP luminescence, 24 h; with zVAD 60 µM; 220,000 tested, 0.38% active;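 active = activation, scaled between plate controls, above about 75%, limit read from the data; inactive = activation under that limit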;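 also: 0% = zVAD with DMSO and 100% = DMSO alone without zVAD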
# 14-3-3 Bad inh: disrupts binding of bovine 14-3-3 zeta to phospho-Bad peptide; P63103; TR-FRET 14-3-3zeta/Dy647-pBad peptide displacement, 1 h; inhibition, % at 21.7 µM; 220,000 tested, 0.71% active; AID 781;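 active = inhibition above about 70%, limit read from the data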;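 also: 0% = full 14-3-3 plus peptide FRET controls and 100% = background without 14-3-3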
# Hck Nef HTS: blocks Nef-activated human Hck kinase; 220,000 tested, 0.68% active; Recombinant Hck-YEEI plus Nef, Z-Lyte FRET kinase assay; AID 463187; inhibition, % at 20 µM; P08631;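 active = Hck-Nef kinase inhibition above about 50%, limit read from the data; inactive = inhibition below that limit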;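 also: 0% = DMSO with Hck plus Nef and 100% = Hck alone without Nef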
# Target sequence (P08631 whole entry, looked up): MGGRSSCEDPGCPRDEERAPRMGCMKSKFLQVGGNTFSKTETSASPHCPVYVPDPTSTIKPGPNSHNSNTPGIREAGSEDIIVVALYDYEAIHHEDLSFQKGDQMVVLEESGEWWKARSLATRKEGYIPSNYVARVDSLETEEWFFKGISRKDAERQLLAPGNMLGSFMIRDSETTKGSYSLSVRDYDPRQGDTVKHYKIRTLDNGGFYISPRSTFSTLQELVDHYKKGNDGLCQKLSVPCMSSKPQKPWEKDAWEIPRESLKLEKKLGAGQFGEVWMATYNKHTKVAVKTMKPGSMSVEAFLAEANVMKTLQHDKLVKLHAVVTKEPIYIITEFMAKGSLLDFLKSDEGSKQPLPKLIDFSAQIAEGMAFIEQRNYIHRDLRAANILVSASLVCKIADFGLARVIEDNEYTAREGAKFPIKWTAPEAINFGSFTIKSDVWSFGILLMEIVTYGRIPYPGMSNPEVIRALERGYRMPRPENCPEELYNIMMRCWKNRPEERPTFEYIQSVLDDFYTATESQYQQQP
# EP2 mod: modulates human prostaglandin E2 receptor EP2 signaling | AID 940 | induction, % at 25 µM | P43116 | EP2-expressing cells, cAMP HTRF FRET, PGE2 co-stimulation | 260,000 tested, 0.83% active;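 active = compounds whose cAMP rise, as percent of the full-agonist control response, exceeds 60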;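 also: rat C6 glioma line stably carrying human EP2 under a CMV promoter; the protocol text gives 20 µM as final concentration; 100% = response of wells given 1 µM PGE2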
# * hit, by the source's call; i = inactive; . = not tested or not shown; & = joins results of further samples; [ ] = dose if it differs, or a comment. This is a subset; rates above refer to the full screens.
# Values in the order – eIF4E 4G PPI	TbHK1 inh	EP2 antag	Rad51 HR inh	m-calpain inh	zVAD death inh	14-3-3 Bad inh	Hck Nef HTS	EP2 mod
Cc1ccc(N(c2ncnc(N)c2[N+](=O)[O-])C2CCCCC2)cc1
 : 2	-5	9	3	-8	-0.5	16	-3	27
CC(=O)Nc1ccc(C(=O)OCC(=O)c2ccc(F)cc2)cc1
 : -11	-3	5	29	27	0.7	16[fluorescence artefact?]	1	-11
Cc1nc2c(-c3ccccc3)c(C)nn2c(N)c1-c1ccccc1
 : 0	-5	16	-7	3	1.4	-7	-7	37
CC1(C)CC(NC(=O)c2sc3cc(Cl)ccc3c2Cl)CC(C)(C)N1
 : -1	3	8	1	-9	3.1	-2	4	-50
Cn1sc(=O)c2cc(S(=O)(=O)NC3CC3)ccc21
 : 4	-9	25	19	-21	-0.4	-11	-81	-34
C=CCNC(=O)c1ccccc1NC(=O)c1ccccc1SC
 : -1	-4	7	8	-24	-0.6	-4	27	-14
Cc1nc2c(Cl)c(C)nn2c2c1CCC2
 : 1	-4	7	-1	-11	3.2	-6	-5	3
COc1ccc(CC(=O)OCC(=O)Nc2ccc(Cl)c(S(=O)(=O)N(C)C)c2)cc1
 : 1	-3	1	11	2	0.3	-4	-8	-16
COC(=O)c1ccc(C(=S)N2CCCCC2)cc1
 : -8	-5	11	-12	-22	2.1	21	3	22
Cc1nn(-c2ccccc2)c(Cl)c1/C=N/Nc1nnc(C)c(=O)[nH]1
 : 0	-3	14	20	-24	0.1	-13	15	0

# Of the compounds above, 4 contain a carbonyl joined to an NH by a bond outside any ring.
# Values in the order – eIF4E 4G PPI	TbHK1 inh	EP2 antag	Rad51 HR inh	m-calpain inh	zVAD death inh	14-3-3 Bad inh	Hck Nef HTS	EP2 mod
CC(=O)Nc1ccc(C(=O)OCC(=O)c2ccc(F)cc2)cc1
 : -11	-3	5	29	27	0.7	16[fluorescence artefact?]	1	-11
CC1(C)CC(NC(=O)c2sc3cc(Cl)ccc3c2Cl)CC(C)(C)N1
 : -1	3	8	1	-9	3.1	-2	4	-50
C=CCNC(=O)c1ccccc1NC(=O)c1ccccc1SC
 : -1	-4	7	8	-24	-0.6	-4	27	-14
COc1ccc(CC(=O)OCC(=O)Nc2ccc(Cl)c(S(=O)(=O)N(C)C)c2)cc1
 : 1	-3	1	11	2	0.3	-4	-8	-16

# (further entries)
# Values in the order – eIF4E 4G PPI	TbHK1 inh	EP2 antag	Rad51 HR inh	m-calpain inh	zVAD death inh	14-3-3 Bad inh	Hck Nef HTS	EP2 mod
CC1=CC(C)(C)N2C(=O)C3(C(C#N)=C(N)Oc4cc(C)oc(=O)c43)c3cc(C)cc1c32 (stereo not given)
 : .	-3	9	-6	.	0.1	.	-4	.
O=C(Nc1ccc(Cl)cc1)N1CC=CCC1
 : 1	1	7	8	19	1.3	0	-1	-35
COCC(=O)N(Cc1ccco1)c1nnc(C2CCOC2)s1 (stereo not given)
 : -1	-4	9&7	-5	21	0.1	1	0	-6&6
COc1ccc(OCc2nnc3n2N=C(c2ccc(Br)cc2)CS3)cc1
 : -1	3	8	11	3	0.0	-1	3	-8
CCNC(=S)N/N=C(\C)c1cccc(C(F)(F)F)c1
 : -4	-6	10	-8	-20	0.5	-7	16	-23
O=C(NC1=NCCS1)C12CC3CC(CC(C3)C1)C2
 : -2	2	6	14	-25	0.9	-8	-8	22
O=C(CCN1C(=O)c2ccncc2C1=O)Nc1cc(F)ccc1F
 : -1	-2	3	5	-16	2.3	-7	15	24
COc1ccc(CCNC(=O)C/C(C)=N/NC(=O)Cc2cccc3ccccc23)cc1OC
 : 1	-9	7	.	-9	1.2	-4	14	-8
COc1ccccc1N(C)S(=O)(=O)c1ccc(C(=O)NCC(C)C)cc1
 : 2	-1	6	0	8	0.6	-3	0	-13
CCCc1nc(SCC(=O)Nc2cc(C)on2)c2ccccc2n1
 : 1	-4	8	-4	25	0.5	-1	0	36
O=C(CSc1oc(-c2cccs2)nc1S(=O)(=O)c1ccc(F)cc1)NCC1CCCO1 (stereo not given)
 : 12[fluorescence artefact?]	-10	16	-2	-6	0.6	16[fluorescence artefact?]	1	-1
COCCn1c(-c2ccco2)nc2nc3ccccc3nc21
 : 6	-15	.	.	i	1.9	2	120*	6
CCOC(=O)NC(CC(=O)O)c1ccc(OC)c(OC)c1 (stereo not given)
 : -9[fluorescence artefact?]	-3	7	1	-5	0.5	17	-1	6
CC1(C)Cc2ccccc2C(=C(C#N)C#N)N1
 : 0[fluorescence artefact?]	3	11	1	3	0.6	-5[fluorescence artefact?]	21	-1
CCCn1nc(NS(=O)(=O)c2ccccc2)c2cc3ccccc3nc21
 : 2	.	8	-2	20	.	-3	.	3
CC(C)n1c(=S)[nH]c2ccccc21
 : 5	-11	10	6	1	-0.2	-3	1	-12
CC1CCC(NC(=O)c2ccc3nc[nH]c3c2)CC1 (stereo not given)
 : 4	-5	17	-9	12	0.6	-12	0	-16
N/C(CCS(=O)(=O)c1ccc(Cl)cc1)=N\OC(=O)c1ccccc1Cl
 : 4	6	9	4	16	0.6	2	9	-19
O=C(CS(=O)(=O)Cc1ccccc1)Nc1ccc2c(c1)OCO2
 : 1	6	7	8	-39	4.6	-13	24	14
O=C(CC(Nc1cccc(Cl)c1Cl)C(=O)OCC(=O)c1cccs1)c1ccccc1 (stereo not given)
 : 0	-1	8	-4	31	-0.2	-5[fluorescence artefact?]	0	13

# Looked up above:
# O=C(CC(Nc1cccc(Cl)c1Cl)C(=O)OCC(=O)c1cccs1)c1ccccc1 (stereo not given) @ 14-3-3 Bad inh = -5[fluorescence artefact?]
# O=C(CSc1oc(-c2cccs2)nc1S(=O)(=O)c1ccc(F)cc1)NCC1CCCO1 (stereo not given) @ Rad51 HR inh = -2
# CC(C)n1c(=S)[nH]c2ccccc21 @ 14-3-3 Bad inh = -3
# N/C(CCS(=O)(=O)c1ccc(Cl)cc1)=N\OC(=O)c1ccccc1Cl @ Rad51 HR inh = 4
# O=C(CS(=O)(=O)Cc1ccccc1)Nc1ccc2c(c1)OCO2 @ zVAD death inh = 4.6

# (further entries)
# Values in the order – eIF4E 4G PPI	TbHK1 inh	EP2 antag	Rad51 HR inh	m-calpain inh	zVAD death inh	14-3-3 Bad inh	Hck Nef HTS	EP2 mod
Cc1ccccc1OCc1nnc(SCC(=O)N2c3ccccc3Sc3ccc(Cl)cc32)o1
 : 7	-10	2	-6	27	1.4	-1	-2	8
CCCCNC(=O)[C@H](Cc1c[nH]c2ccccc12)NC(=O)c1ccccc1Cl
 : 25	7	1	10	5	0.2	11	5	-1
Cn1cc(CN2C[C@]3(C)C[C@H]2CC(C)(C)C3)c(-c2ccc3c(c2)OCCO3)n1
 : 3	-4	4	.	11	-0.8	-5	0	16
O=C(CCn1c(=S)[nH]c2ccccc2c1=O)NCC1CCCO1 (stereo not given)
 : 2[fluorescence artefact?]	-2	11	7	-26	0.0	10[fluorescence artefact?]	0	13
CCOC(=O)c1cc(CC)sc1NC(=O)c1ccc(N2CCOCC2)c([N+](=O)[O-])c1
 : 4	-20	11	-3	-11	2.4	14	2	47
COC(=O)c1sccc1-n1cc(C#N)c(=O)n(C)c1=O
 : 0	-3	14	0	-20	1.1	1	16	3
COc1cc(NC(=O)c2cc3cccc(OC)c3o2)cc(C(=O)Nc2cccc(C(F)(F)F)c2)c1
 : -3	-39	21	2	-196	2.9	-1	37	3
COc1cc(-c2nnc(COC(=O)CSc3cc(C)c4ccccc4n3)o2)cc(OC)c1OC
 : -2	-20	10	1	0	-0.4	-2	1	11
COc1ccccc1OCc1nnc(SCC(=O)N2CCCCC2)n1-c1ccccc1
 : 1	-4	8	-1	6	-0.1	5	4	13
COc1ccc2cc(C(=O)COC(=O)COc3ccc4c(C)cc(=O)oc4c3)ccc2c1
 : 9	-10	9	5	-25	1.0	1	5	18
COc1ccccc1CC(=O)Nc1cc(Cl)ccc1O
 : -3[fluorescence artefact?]	-4	12	-7	22	-0.1	-9	-2	13
N#Cc1cc2c(nc1SCC(=O)Nc1nccs1)CCCCC2
 : -13[fluorescence artefact?]	1	14	-8	-174	2.1	2[fluorescence artefact?]	4	-1
CC(C)N=C(NS(=O)(=O)c1ccc(Br)cc1)c1ccc(Cl)cc1
 : 1	4	7	.	6	-0.2	4	-6	26
CC1CCC(NC(=O)c2ccc(/C=C3\Oc4ccccc4N(C)C3=O)cc2)CC1 (stereo not given)
 : 0	-18	9	13	-140	55	-1	6	-12
CCCCNC(=O)COC(=O)c1ccc(N(C)C)cc1
 : 3	-7	3	-3	-11	3.5	-2	-1	-11
NC(=O)C1(N2CCCCC2)CCN(c2nc(-c3ccc(Br)cc3)cs2)CC1
 : -4	3	5	-5	-33	1.8	4	-24	0
CCN(CC(=O)Nc1ccccc1OC)C(=O)Cn1cnc2ccccc2c1=O
 : -3	3	11	0	-20	0.7	4[fluorescence artefact?]	1	33
O=C(CSc1nnc(CNc2cccc(Cl)c2)o1)OC1CCCCC1
 : 14	10	14	1	-5	-0.2	-9	1	14
COc1ccc(CCNC(=O)CSc2nc3[nH]ncc3c(=O)n2-c2ccccc2Br)cc1OC
 : 0	4	4	3	-21	1.0	-20	22	17
CCOC(=O)c1c(-c2ccc(OC)cc2)csc1/N=C/C1C(=O)CCCC1=O
 : -4	7	10	-13	38	0.5	0	-15	24
CN1/C(=C\C(=O)CSc2nnc(N)s2)C(C)(C)c2ccccc21
 : -6	9	7	-10	-1	0.8	-2	4	-17
O=C1Nc2ccc([N+](=O)[O-])cc2C1(O)N1CCCCC1 (stereo not given)
 : -7	-26	1	3	8	-0.2	-6	0	11
O=C(O)CCCCCNc1ncnc2ccc(Br)cc12
 : -3	-13	8	-4	-8	11	5	20	60
CCOC(=O)C1CCN(c2c(N3CCN(c4ccccc4OC)CC3)c(=O)c2=O)CC1
 : -1	-6	13	-1	4	1.1	9[fluorescence artefact?]	-2	20
CCOC(=O)C(C)Sc1nnc(-c2ccccc2O)n1-c1ccc(C)cc1 (stereo not given)
 : 5	2	1	2	6	-0.2	9	4	30
O=C(CCN1C(=O)S/C(=C\c2ccccc2)C1=O)N1CCOCC1
 : .	-36	9	-2	.	0.1	.	1	.
C/C(=N\NC(=O)c1ccc(NS(=O)(=O)c2cccs2)cc1)c1ccc(C(C)(C)C)cc1
 : -3[fluorescence artefact?]	-6	10	1	-72	82*	6	-1	-7
O=C(/C=C/Nc1ccc(F)c(F)c1)c1ccc(Br)cc1
 : 2	-3	5	21	-45	.	3	2	13
Cc1ccccc1Cn1c(=N)n(CC(=O)c2ccco2)c2ccccc21
 : 1[fluorescence artefact?]	8	15	-9	22	-0.6	-7	1	-23
COc1ccc(-c2ccc(-c3noc(-c4ccccc4)n3)c(OC)n2)cc1
 : -1[fluorescence artefact?]	-26	15	-7	-52	-0.4	-5	2	19
